# From PubChem
# West Nile antiviral: inhibition of WNV-induced cytopathic effect – cell-based, CPE readout (AID 1621); West Nile virus-infected cells, CPE inhibition; higher % means a stronger effect; CPE inhibition, % at 10 µM; hits with a dose series show IC50 in µM; 290,000 compounds, 0.02% hits; in the data active means a potency from the dose series; inconclusive means CPE inhibition mostly from about 3.7% at the one dose, without a potency; inactive means the rest, 99 in 100 with CPE inhibition below about 2.2%; further: strong numbers were not always called active
# PhoP inhibition: PhoP-dependent GFP reporter repression – Salmonella Typhimurium, primary screen (AID 1863); 300,000 compounds, 0.16% hits; inhibition, % at 50 µM, or IC50 in µM where a hit was titrated; S. Typhimurium PhoP-regulated promoter GFP reporter, 4 h; higher % means a stronger effect;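 active means inhibition over 29.93%, a cutoff 3 SD above the screen mean, later confirmed by dose response; inconclusive means inhibition over 29.93% but no dose response follow-up; inactive means inhibition at most 29.93% or unconfirmed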;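 further: 0% = low Mg2+ inducing control and 100% = high Mg2+ repressing control; strong numbers were not always called active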
# GPR35 antagonists: GPR35 antagonists blocking zaprinast-driven arrestin recruitment, primary screen, imaging, U2OS, beta-arrestin-GFP, zaprinast agonist (AID 2058). U2OS GPR35 beta-arrestin-GFP translocation imaging, zaprinast antagonism; higher % means a stronger effect. inhibition, % at 10 µM; hits with a dose series show IC50 in µM. 290,000 compounds, 0.052% hits;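 active means inhibition of at least 50% with at least 30 cells and total cytoplasm GFP at most 10,000,000; inconclusive means under 30 cells or total GFP of 10,000,000 plus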
# GPR55 LPI antagonism: GPR55 antagonists blocking LPI-driven arrestin recruitment, primary screen, imaging, U2OS, beta-arrestin-GFP, LPI agonist (AID 2013); 290,000 compounds, 0.13% hits; U2OS GPR55 beta-arrestin-GFP translocation imaging, LPI antagonism; higher % means a stronger effect; inhibition, % at 10 µM; hits with a dose series show IC50 in µM;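 active means spots per cell inhibited over 60%, with over 100 cells counted and total cytoplasm intensity under 500,000; inconclusive means wells with under 100 cells, flagged as likely toxic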;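 further: U2OS cells stably carrying GPR55 and arrestin-GFP stimulated by 5 µM LPI near EC80; imaged beta-arrestin-GFP aggregate spots per cell after agonist stimulation; plate controls were LPI-stimulated DMSO wells for no effect and DMSO wells without LPI for full effect; some results filed as inactive read as strong as hits; confirmed hits need IC50 under 10 µM and bright autofluorescent wells are also inconclusive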
# T cell HTS: modulates CD8 T cell binding to vesicles | AID 2052 | 2C CD8+ T cell-vesicle binding, flow cytometry; stronger effect = lower value | calls only at 7 µM | 330,000 compounds, 0.068% hits;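 active means response, share of CD8 T cells binding vesicles, and their 90th percentile fluorescence all below set limits, cut at about 80% in these data, passing the limit was not always enough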
#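 Benchmarks: naked versus QL9-loaded vesicles / Assay system: purified 2C TCR transgenic mouse naive CD8+ T cells / Technique: high-throughput flow cytometry with anti-B7-1 and anti-CD8 staining / Timing: Cell–vesicle co-incubation 1.5 h at 37 °C, staining 20 min on ice / Read-out: percent CD8+ FL2 mean versus row control / Probe or stimulus: QL9-loaded Drosophila micro-vesicles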
# KOR beta-arrestin-1: kappa opioid receptor blockers – cell-based, luminescence, uHTS (AID 1778) | KOR beta-arrestin recruitment, luminescence, antagonist mode; higher % means a stronger effect | 290,000 compounds, 0.091% hits | inhibition, % at 10 µM, or IC50 in µM where a hit was titrated; in the data active means inhibition above about 50%; further: strong numbers were not always called active
# GPR55 activation: GPR55 agonists via beta-arrestin recruitment, primary screen, imaging, U2OS cells, beta-arrestin-GFP redistribution (AID 1961). activation, % at 10 µM; hits with a dose series show EC50 in µM. 290,000 compounds, 0.048% hits. U2OS GPR55 beta-arrestin-GFP redistribution imaging; higher % means a stronger effect;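 active means activation above 40% with more than 50 cells counted in the well; inconclusive means wells holding fewer than 50 cells, flagged as toxic or sparse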;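 further: U2OS osteosarcoma cells stably expressing GPR55 and beta-arrestin-GFP; plate controls were DMSO negative control for no effect and LPI positive control for full effect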
# NTR1 agonist: agonists of NTR1, primary screen, imaging, U2OS cells, beta-arrestin-GFP, high content (AID 493036) | P30989 | NTR1-U2OS beta-arrestin-GFP spot imaging, agonist mode | activation, % at 20 µM | 330,000 compounds, 0.17% hits;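 active means activation at or above 40% of the spot to cytoplasm intensity ratio, with at least 20 cells analyzed; inconclusive means wells under 20 cells, flagged as cytotoxic or low count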;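 further: 0% = DMSO without peptide and 100% = 100 nM NTR1 peptide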
# Target sequence (P30989 whole entry, looked up): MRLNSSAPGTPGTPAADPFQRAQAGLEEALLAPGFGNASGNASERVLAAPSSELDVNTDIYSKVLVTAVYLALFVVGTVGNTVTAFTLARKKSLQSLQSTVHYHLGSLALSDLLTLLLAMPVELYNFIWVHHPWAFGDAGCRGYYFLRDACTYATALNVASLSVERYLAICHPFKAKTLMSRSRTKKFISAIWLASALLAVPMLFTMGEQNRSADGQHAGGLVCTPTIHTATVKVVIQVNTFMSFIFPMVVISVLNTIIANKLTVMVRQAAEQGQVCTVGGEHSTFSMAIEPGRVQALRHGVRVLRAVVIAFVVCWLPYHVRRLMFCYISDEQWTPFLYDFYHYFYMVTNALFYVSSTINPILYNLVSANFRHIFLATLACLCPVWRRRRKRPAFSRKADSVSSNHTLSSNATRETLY
# KOR beta-arrestin-2: KOR agonists, beta-arrestin recruitment, primary screen, cell-based, luminescence, uHTS (AID 1777); KOR beta-arrestin recruitment, luminescence; higher % means a stronger effect; activation, % at 10 µM; hits with a dose series show EC50 in µM; 280,000 compounds, 0.02% hits; in the data active means activation above about 50%, passing the limit was not always enough; further: a part of the inactive calls stands beside numbers as strong as those of hits
# T cell HTS vesicle-bound %: recorded beside T cell HTS, whose call it bears; double positive events, %; measured here: CD8+ vesicle-bound cell fraction;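 binding gate set so that unloaded-vesicle control wells show 10% double positive cells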
# NTR1 agonist cell count 20 µM: also measured in NTR1 agonist; calls as there; cell count; measured here: cell count, cytotoxicity flag
# * marks the source's active call; other numbers are inactive results; i = inactive; ? = inconclusive; . = no result given; [ ] = another dose, or the depositor's remark.
SMILES,West Nile antiviral,PhoP inhibition,GPR35 antagonists,GPR55 LPI antagonism,T cell HTS,T cell HTS vesicle-bound %,KOR beta-arrestin-1,GPR55 activation,NTR1 agonist,NTR1 agonist cell count 20 µM,KOR beta-arrestin-2
Cc1oc(-c2cccc(Cl)c2)nc1CN1CCC(C(=O)NCCCN2CC(C)CC(C)C2)CC1 (stereo unspecified),-0.8%,-3%,-14%,12%,i,18,8%,-0.2%,0.1,45,4.4%
CNC(=O)NC(=S)NC(=O)c1cccc(Cl)c1,-0.2%,4%,25%,-8%,i,62,-12%[20 µM],-0.1%,-0.8,43,-4.6%
Cc1ccc2ncccc2c1N,0.3%,0%,-16%,-2%,i,32,8%,-1.2%,-1.0,58,0.9%
Cc1nnc(NC(=O)CCC(=O)NCc2ccco2)s1,0.2%,7%,18%,10%,i,40,0%,0.6%,0.5,40,-0.1%
COc1ccc(COC(=O)C2=C(C)NC(=O)NC2c2ccc(OC)c(OC)c2)cc1 (stereo unspecified),0.6%,4%,-11%,11%,i,55,-13%[20 µM],-0.1%,-0.9,63,-1.6%
COC(=O)c1ccnc(/C=N/O)c1,0.0%,-12%,-1%,-2%,i,22,-17%,-0.5%,1.3,63,1.5%
CC(C)(CNC(=O)Cc1ccc(Cl)cc1Cl)N1CCOCC1,-0.8%,12%,16%,19%,i,12,6%,-0.2%,-2.3,59,-1.4%
Cc1cc(NC(=O)NC(=O)c2ccccc2F)no1,-0.1%,-6%,6%,13%,i,32,15%,-0.1%,2.9,62,2.2%
Cc1onc(-c2c(F)cccc2Cl)c1C(=O)ONC(=O)c1ccccc1,0.5%,-1%,0%,4%,i,55,11%,1.1%,-1.0,40,-3.4%
CC1=NNC(=O)C1CCC(=O)N/N=C(/C)c1ccc([N+](=O)[O-])cc1 (stereo unspecified),-0.1%,-1%,-1%,4%,i,63,-26%,0.1%,0.0,88,5.0%
CCc1nc(SCC(=O)Nc2cc(C)ccc2OC)c2c(C)c(C)sc2n1,-1.3%,0%,7%,95%,i,28,52%,-0.2%,6.6,40,2.1%
CCOc1ccc(S(=O)(=O)N(C)c2ccc(OCC(=O)N3c4ccc(C)cc4C4CN(C)CCC43)cc2)cc1 (stereo unspecified),-1.0%,-6%,-10%,13%,i,31,.,0.1%,2.5,56,.
CC1CN(S(=O)(=O)c2cccc(C(=O)Nc3ccc4c(c3)CCC4)c2)CC(C)O1 (stereo unspecified),-1.8%,-5%,2%,-5%,i,23,-2%,-0.2%,0.9,61,5.1%
Cc1nc2ccccc2n1CC(O)COCC1CC=CCC1 (stereo unspecified),-0.6%,-6%,-1%,27%,i,19,-13%,-0.1%,0.7,51,-0.2%
Cc1ccc(C(=O)N/C(=C/c2cn(-c3ccccc3)nc2-c2ccccc2)C(=O)O)cc1,0.0%,-7%,3%,-1%,i,55,-72%,0.3%,2.0,73,-0.2%
COc1ccccc1-c1cnn2c(NCc3ccccc3)cc(C)nc12,-0.6%,5%,18%,3%,i,41,1%,0.3%,6.8,91,1.6%
CCN(Cc1ccncc1)C(=O)c1cccs1,.,0%,-5%,-6%,i,9,13%,-0.2%,0.5,72,-1.7%
COc1ccc(N2CCN(C(=O)c3ccc(C)c(Cl)c3)CC2)cc1,-0.7%,19%,17%,3%,i,21,-7%,-0.1%,-1.4,46,7.4%
Cc1sc(-c2ccccn2)nc1OC(=O)c1ccc(Cl)c(Cl)c1,-0.5%,-12%,10%,2%,i,35,2%,0.8%,4.3,87,-3.1%
C=C(C(=O)c1ccccc1)C(CC(=O)c1ccccc1)c1ccccc1 (stereo unspecified),-0.8%,-1%,18%,14%,i,41,32%,0.3%,14,63,1.2%
CCN(CC)P(=O)(c1ccccc1)c1c(C)nc2ccccn12 (stereo unspecified),-0.2%,-1%,17%,2%,i,21,-32%,-0.1%,0.0,34,2.5%
CC(=O)Nc1ccc(N2CCN(C(=O)c3cccs3)CC2)cc1,-0.1%,-4%,8%,5%,i,35,12%,-1.0%,-1.2,83,4.1%
Cc1ccc(OCC(=O)Nc2ccc(F)cc2)cc1C,-0.7%,-5%,-17%,13%,i,41,5%,-0.3%,-0.9,40,-4.8%
COc1ccc2cc(C)c(SCC(=O)Nc3cc(C)on3)nc2c1,2.7%,3%,-10%,7%,i,36,-21%,0.5%,0.7,72,2.2%
CCOC(=O)CSc1nc(N)c(C(=O)Nc2ccc(N(C)C)cc2)s1,0.1%,2%,9%,9%,i,15,2%,-0.1%,2.1,72,-4.4%
O=C(C[n+]1cc(Br)cc(Br)c1)c1ccc(Cl)cc1,-0.7%,4%,-7%,6%,i,27,33%,-0.1%,-0.1,43,-0.2%
CC(C)(C)NC(=O)Cn1nc(C(F)(F)F)c2c1CCCC2,-0.2%,7%,-6%,16%,i,50,-49%[20 µM],-0.1%,-0.7,46,-11%
O=c1c2cc(NC(=S)NCc3ccccn3)ccc2nc2n1CCCCC2,-1.2%,0%,6%,2%,i,46,8%,0.0%,5.9,51,4.2%
CCOc1ccc(S(=O)(=O)NCc2ccccc2)cc1C(N)=O,-0.9%,7%,6%,-6%,i,23,-16%,0.1%,-0.7,92,-4.0%
Cc1ccc(N2C(=O)C(NC(=O)c3ccccc3F)(C(F)(F)F)C3=C2CC(C)(C)CC3=O)cc1 (stereo unspecified),-0.3%,-13%,6%,6%,i,37,-9%,-0.1%,1.3,68,-0.1%
O=C(Nc1ccccc1)N1CCC(c2nc(-c3ccc(S(=O)(=O)N4CCOCC4)cc3)no2)CC1,1.1%,2%,17%,0%,i,52,9%,0.0%,-1.4,52,-2.8%
CCOC(=O)N1CCN(CC(O)COc2ccccc2C(C)C)CC1 (stereo unspecified),-0.5%,-13%,-2%,0%,i,42,-39%,0.3%,1.5,70,11%
Cc1ccc(-n2c(CNc3ccc(F)cc3)nnc2SCC(N)=O)cc1,0.0%,-2%,11%,10%,i,28,-6%,-0.3%,-1.5,80,0.8%
CCCn1c(Cc2ccccc2)n[nH]c1=S,0.1%,-6%,15%,1%,i,12,-6%,0.0%,-0.3,44,-3.1%
COc1cccc(CNC(=O)c2cc3c(C)nc4ccccc4c3o2)c1,1.1%,8%,-11%,-11%,i,17,11%,-0.1%,6.3,92,1.4%
COc1cccc(C(=O)NCC(=O)N/N=C/c2ccc(OC(=O)c3cccs3)c(OC)c2)c1,0.4%,13%,-15%,7%,i,49,-23%,-0.2%,1.4,47,3.2%
COC(=O)CCCNC(=O)OCc1ccc([N+](=O)[O-])cc1,0.1%,-10%,3%,11%,i,44,25%,-0.4%,-0.1,40,-0.8%
Cc1cccc(NC(=O)Cc2nnc(NC(=O)Nc3ccccc3F)s2)c1,1.1%,2%,-3%,6%,i,59,-74%[20 µM],0.2%,-0.8,91,-0.9%
C=CCCC(=O)Nc1nc(C)c(-c2csc(Nc3ccccc3OC)n2)s1,?,-1%,-6%,11%,i,32,-9%,-0.1%,8.0,99,-2.2%
O=C(NCc1nc2ccccc2[nH]1)C1=C[C@H](c2ccc3c(c2)OCO3)C[C@H](OCc2ccc(CO)cc2)O1,1.0%,-9%,-7%,-6%,i,39,-15%,0.3%,-3.0,98,2.5%
O=C1CCC(C(=O)N2CCCC2)CN1Cc1cccc(C(F)(F)F)c1 (stereo unspecified),0.7%,-4%,4%,-3%,i,26,-2%,-0.1%,1.2,64,1.7%
Cc1cc(C)c(NC(=O)COc2ccc(-n3cnnn3)cc2)c(C)c1,-0.2%,-1%,4%,9%,i,10,12%,1.0%,-0.9,52,1.8%
CCCCc1ccc(NC(=O)CSc2nnc(C)c(=O)n2N)cc1,1.4%,12%,9%,14%,i,56,-6%,-0.2%,-0.1,49,-2.1%
CC(=O)Nc1c(C)ccc2nsnc12,0.1%,10%,-12%,2%,i,54,0%,-0.2%,0.1,50,-1.3%
CCc1nnc(NC(=O)c2ccc(S(=O)(=O)N(CC)Cc3ccccc3)cc2)o1,?,-4%,12%,5%,i,57,1%,-0.1%,5.2,52,-2.3%
Cc1ccc(C(=O)COC(=O)c2cc(Cl)ccc2O)cc1[N+](=O)[O-],-0.7%,-8%,-4%,33%,i,14,23%,-0.2%,1.0,68,2.0%
COc1cc(NC(=O)Nc2ccc3c(c2)OCO3)cc(OC)c1OC,-0.1%,-1%,10%,-5%,i,50,2%,-0.3%,-1.1,99,-6.2%
Cc1cc2cccc(C)c2nc1SCC(=O)NC1CCCCC1,-0.3%,2%,-6%,-9%,i,8,10%,-0.1%,-0.3,44,-2.0%
Cc1cc(C(=O)Nc2ccccc2)oc(=O)c1,-0.2%,-7%,3%,6%,i,48,-34%,-0.1%,-0.5,60,-4.3%

# 3 entries picked at random from the list so far, as already listed:
SMILES,West Nile antiviral,PhoP inhibition,GPR35 antagonists,GPR55 LPI antagonism,T cell HTS,T cell HTS vesicle-bound %,KOR beta-arrestin-1,GPR55 activation,NTR1 agonist,NTR1 agonist cell count 20 µM,KOR beta-arrestin-2
Cc1cccc(NC(=O)Cc2nnc(NC(=O)Nc3ccccc3F)s2)c1,1.1%,2%,-3%,6%,i,59,-74%[20 µM],0.2%,-0.8,91,-0.9%
Cc1ccc(C(=O)N/C(=C/c2cn(-c3ccccc3)nc2-c2ccccc2)C(=O)O)cc1,0.0%,-7%,3%,-1%,i,55,-72%,0.3%,2.0,73,-0.2%
O=C(C[n+]1cc(Br)cc(Br)c1)c1ccc(Cl)cc1,-0.7%,4%,-7%,6%,i,27,33%,-0.1%,-0.1,43,-0.2%

# A draw from above in order of molar mass, lowest first:
SMILES,West Nile antiviral,PhoP inhibition,GPR35 antagonists,GPR55 LPI antagonism,T cell HTS,T cell HTS vesicle-bound %,KOR beta-arrestin-1,GPR55 activation,NTR1 agonist,NTR1 agonist cell count 20 µM,KOR beta-arrestin-2
Cc1cc(C(=O)Nc2ccccc2)oc(=O)c1,-0.2%,-7%,3%,6%,i,48,-34%,-0.1%,-0.5,60,-4.3%
COc1cc(NC(=O)Nc2ccc3c(c2)OCO3)cc(OC)c1OC,-0.1%,-1%,10%,-5%,i,50,2%,-0.3%,-1.1,99,-6.2%
CCc1nnc(NC(=O)c2ccc(S(=O)(=O)N(CC)Cc3ccccc3)cc2)o1,?,-4%,12%,5%,i,57,1%,-0.1%,5.2,52,-2.3%
